NTMT1 inhibitor: blocks human N-terminal methyltransferase 1 activity | Potency, µM (doses to about 114 µM), for the others: top-dose activity change, negative = inhibition, hits mostly inhibitors | NTMT1 MTase-Glo SAH luminescence, purified enzyme | hit rate 2.5% among 59,000;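 further: plate controls were DMSO vehicle for no effect and no enzyme for full effect; nearly all actives have a fitted effect of over 65% in size; many of its hits are not listed in these tables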
Target sequence (Q9BV86 whole entry, looked up): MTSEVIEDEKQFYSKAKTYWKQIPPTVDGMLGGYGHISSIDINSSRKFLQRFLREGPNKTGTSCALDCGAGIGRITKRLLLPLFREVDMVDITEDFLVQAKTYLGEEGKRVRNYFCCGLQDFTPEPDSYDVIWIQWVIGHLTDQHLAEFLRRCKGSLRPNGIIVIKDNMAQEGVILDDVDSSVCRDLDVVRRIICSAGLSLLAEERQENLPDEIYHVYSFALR
FH mod: Identification of activators of human fumarate hydratase by quantitative high-throughput screening; hit rate 0.22% among 54,000; FH coupled MDH/diaphorase resazurin fluorescence, 15 min; AID 1347055, 2019; Potency, µM (doses to about 79.9 µM), inactives show top-dose activity change, negative = inhibition, usual class: inhibitors; Fumarate hydratase, mitochondrial (Homo sapiens), P07954; further: the screen sought activators but most active calls are inhibition curves; nearly all actives have a fitted effect of over 45% in size
Target sequence (P07954 whole entry, looked up): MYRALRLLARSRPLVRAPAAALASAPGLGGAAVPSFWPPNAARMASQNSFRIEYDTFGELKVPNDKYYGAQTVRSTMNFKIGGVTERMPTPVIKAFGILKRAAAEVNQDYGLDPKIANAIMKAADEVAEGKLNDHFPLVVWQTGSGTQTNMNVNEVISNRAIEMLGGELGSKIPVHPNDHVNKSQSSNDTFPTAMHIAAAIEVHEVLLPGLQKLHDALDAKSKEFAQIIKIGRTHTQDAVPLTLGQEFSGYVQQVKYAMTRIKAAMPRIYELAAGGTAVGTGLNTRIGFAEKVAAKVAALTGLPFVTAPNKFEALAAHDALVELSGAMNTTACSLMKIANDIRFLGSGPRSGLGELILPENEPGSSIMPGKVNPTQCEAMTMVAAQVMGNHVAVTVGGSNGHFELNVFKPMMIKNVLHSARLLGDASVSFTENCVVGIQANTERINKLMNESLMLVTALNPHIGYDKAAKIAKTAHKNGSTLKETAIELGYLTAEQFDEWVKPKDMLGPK
* hit, by the source's call; ? = inconclusive; & = joins results of further samples; ! = repeats disagree; [ ] = another dose, or the depositor's remark. The call rests on the fitted dose curve; in most records, active means well fitted curve in the direction sought with a large enough effect; inconclusive means small, poorly fitted or top-dose-only effect, or another doubt; inactive means no such curve, though single readings can be large; an effect the other way counts as inactive or inconclusive. Unless noted, on the % scale 0 is the no-effect control and ±100 the full control effect; potency means the concentration at half of the fitted maximal effect. A portion of the library. The share of hits here may be higher or lower than overall.

Below each compound – NTMT1 inhibitor, FH mod
CN(C)CC=CC(=O)Nc1cc2c(Nc3ccc(F)c(Cl)c3)ncnc2cc1O[C@H]1CCOC1
    21.5µM*, -1.5%[53.3 µM]
CC[C@]1(O)CC2CN(CCc3c([nH]c4ccccc34)[C@@](C(=O)OC)(c3cc4c(cc3OC)N(C)[C@H]3[C@@](O)(C(=O)OC)[C@H](OC(C)=O)[C@]5(CC)C=CCN6CC[C@]43[C@@H]65)C2)C1 (stereo partly drawn)
    44.7µM*!, -1.8%
O=C(Nc1ccccc1)Nc1ccc(-c2ccc(C(=O)[C@H]3CCC[C@H]3C(=O)O)cc2)cc1
    -0.5%[57.5 µM], -5.4%[53.3 µM]
O=C(NC[C@H](O)CN1CCc2ccccc2C1)c1cc(NC2COC2)ncn1
    2.0%, -8.1%
CCOC(=O)[C@H](CCc1ccccc1)N[C@@H](C)C(=O)N(CC(=O)O)C1Cc2ccccc2C1
    14.8%[57.5 µM], -5.0%[53.3 µM]
CCCOc1ccccc1-c1nc2n[nH]nc2c(=O)[nH]1
    16.9%[57.5 µM], -15.0%&0.0%[53.3 µM]
N#Cc1c(Oc2ccc(F)c(NC(=O)Cc3cccc(C(F)(F)F)c3)c2)ccc2nc(NC(=O)C3CC3)sc12
    21.4%, -12.5%
CCOC(=O)C(CCc1ccccc1)NC1CSC(c2cccs2)CN(CC(=O)O)C1=O (stereo not drawn)
    -3.2%[57.5 µM], 5.8%
O=C(CCCl)NCCc1ccccc1
    -10.1%[57.5 µM], 1.2%[53.3 µM]
NS(=O)(=O)c1cc2c(cc1C(F)(F)F)NC(Cc1ccccc1)NS2(=O)=O (stereo not drawn)
    25.1%[57.5 µM], 4.9%[53.3 µM]
Cc1cn2c(N)c(Cl)cc(C(=O)NCC3CCN(CC(C)C)CC3)c2n1
    0.7%[57.5 µM], -5.0%
Cc1cc(N(C)C)ccc1-c1nc2ccc(-c3nc4ccc(N5CCN(C)CC5)cc4[nH]3)cc2[nH]1
    -8.0%[57.5 µM], -2.0%
C/C(=N\O)[C@@H](C)NCC(C)(C)CN[C@H](C)/C(C)=N/O
    8.7%[57.5 µM], 2.0%[53.3 µM]
CC(C)=CCC[C@](C)(O[C@@H]1O[C@H](CO)[C@@H](O)[C@H](O)[C@H]1O)[C@H]1CC[C@]2(C)[C@@H]1[C@H](O)CC1[C@@]3(C)CC[C@H](O)C(C)(C)C3[C@@H](O[C@@H]3O[C@H](CO)[C@@H](O)[C@H](O)[C@H]3O[C@@H]3O[C@@H](C)[C@H](O)[C@@H](O)[C@H]3O)C[C@]12C (stereo partly drawn)
    -0.7%[12.6 µM], 6.7%[20.6 µM]
CN1CCC(COc2cnc(-c3cccc(Cn4nc(-c5cccc(C#N)c5)ccc4=O)c3)nc2)CC1
    ?, 0.1%
CC(C)(CNC(=O)c1cccc(-c2noc(C(F)(F)F)n2)c1)c1coc(-c2ccccc2)n1
    -4.9%[57.5 µM], -17.6%
COc1nc(C)nc(Cl)c1NC1=NCCN1
    3.4%&0.6%[57.5 µM], 16.8%&-4.8%&0.0%[53.3 µM]
COc1cc2nc(-c3cc(F)ccc3O)nc(N[C@@H]3CNC[C@H]3C(C)(C)O)c2cc1OC
    28.2µM*, -8.4%
Fc1ccc(C(c2ccc(F)cc2)N2CCNCC2)cc1
    ?, -8.9%[53.3 µM]
COC(=O)N1CCC(n2ncc3c(N4CCOCC4)nc(-c4ccc(NC(=O)Nc5ccc(CO)cc5)cc4)nc32)CC1
    0.4%[57.5 µM], -11.0%

Other compounds follow.
Below each compound – NTMT1 inhibitor, FH mod
COc1cc2nc(N3CCN(C(=O)C4COc5ccccc5O4)CC3)nc(N)c2cc1OC (stereo not drawn)
    ?, ?
CCC1C(=O)N(C)c2cnc(Nc3ccc(C(=O)NC4CCC(N5CCN(CC6CC6)CC5)CC4)cc3OC)nc2N1C(C)C (stereo not drawn)
    ?, 2.3%
O=C1NCC2(CCN(CCc3ccccc3)CC2)O1
    9.1%[57.5 µM], -14.2%&5.5%[53.3 µM]
CC(Nc1ncnc2nc[nH]c12)c1cc2cccc(Cl)c2c(=O)n1-c1ccccc1 (stereo not drawn)
    16.2%[57.5 µM], -6.0%
NC(=O)n1c(O)c(C(=O)c2cccs2)c2cc(Cl)ccc21
    ?, 6.4%[53.3 µM]
Oc1cccc(Nc2ccnc3[nH]c4ccccc4c23)c1
    ?, -15.3%
N#Cc1cccc(-c2c[nH]c3ncnc(N4CCOCC4)c23)c1
    15.8µM*, -4.1%
CC(=O)c1ccc(OCC(=O)N2CCCCC2)cc1
    -6.5%[57.5 µM], 0.0%[53.3 µM]
Cc1cc(-c2nc3cc(F)ccc3s2)ccc1NC(=O)[C@@H](N)CCCCN
    -5.4%[57.5 µM], -4.2%
CCN1CCN(Cc2ccc(C(=O)Nc3ccc(C)c(Oc4ccc5c(c4)CC(=O)N5)c3)cc2C(F)(F)F)CC1
    2.9%[57.5 µM], -18.5%
OC1(c2ccc(Cl)c(C(F)(F)F)c2)CCN(CCCC(c2ccc(F)cc2)c2ccc(F)cc2)CC1
    3.0%&8.0%[57.5 µM], -22.1%
CCCCCCCC/C=C\CCCCCCCCN
    8.7%[57.5 µM], 3.5%[53.3 µM]
O=C(NCC(=O)N1CCCC1)Nc1ccc2cnccc2c1
    8.4%[57.5 µM], 8.7%
Cc1coc2c1C(=O)C(=O)c1c-2ccc2c1CCCC2(C)C
    ?, ?
CC1c2ccccc2CN1NC(=O)c1ccc(Cl)c(S(N)(=O)=O)c1 (stereo not drawn)
    -3.7%[57.5 µM], -2.8%[53.3 µM]
Cc1ccccc1N=Nc1ccc(N=Nc2c(O)ccc3ccccc23)c(C)c1
    4.5%[57.5 µM], -5.2%[53.3 µM]
O=C(c1ccc(Cl)c([N+](=O)[O-])c1)N1CCN(c2ccccc2F)CC1
    5.1%[57.5 µM], -9.7%
CN(C)CCCN1c2ccccc2Sc2ccccc21
    -5.3%[57.5 µM], -16.5%&3.1%[53.3 µM]
COC(=O)c1ccc(N2CCN(C)CC2)c(NC(=O)c2cccc(OC)c2)c1
    23.7%[57.5 µM], 6.5%
CC(=O)O[C@]1(C(C)=O)CC[C@H]2[C@@H]3C=C(Cl)C4=CC(=O)[C@@H]5C[C@@H]5[C@]4(C)[C@H]3CC[C@@]21C
    4.6%&-8.2%[57.5 µM], -5.1%

Overlap with the part before: 3 compounds, followed by the next part.
Below each compound – NTMT1 inhibitor, FH mod
CN(C)CCCN1c2ccccc2Sc2ccccc21
    -5.3%[57.5 µM], -16.5%&3.1%[53.3 µM]
COC(=O)c1ccc(N2CCN(C)CC2)c(NC(=O)c2cccc(OC)c2)c1
    23.7%[57.5 µM], 6.5%
CC(=O)O[C@]1(C(C)=O)CC[C@H]2[C@@H]3C=C(Cl)C4=CC(=O)[C@@H]5C[C@@H]5[C@]4(C)[C@H]3CC[C@@]21C
    4.6%&-8.2%[57.5 µM], -5.1%
CCN(CC)C(=O)C(c1ccccc1)N1CCN(c2ccc(NC(=O)c3ccccc3-c3cccnc3)cc2F)CC1 (stereo not drawn)
    0.7%[57.5 µM], 1.1%
N=C(N=C(N)N)N1CCOCC1
    -10.7%&2.9%[57.5 µM], 12.2%&7.4%[53.3 µM]
CC(C)(CO)[C@@H](O)C(=O)NCCC(=O)O
    -25.1%, 2.8%[53.3 µM]
CNC(=O)c1cccc2cc(Oc3ccnc4cc(OCC5(N)CC5)c(OC)cc34)ccc12
    ?, -5.0%&-0.3%
c1ccc(N2CCN(CCc3nn[nH]n3)CC2)cc1
    1.0%[57.5 µM], 2.9%
Cn1ncnc1[C@H]1c2n[nH]c(=O)c3cc(F)cc(c23)N[C@@H]1c1ccc(F)cc1
    -14.3%, 2.0%[53.3 µM]
CC[C@H](NC(=O)c1c(O)c(-c2ccccc2)nc2ccccc12)c1ccccc1
    6.5%[57.5 µM], 4.0%
Cc1ccccc1C(C(=O)NC1CCCCC1)N(C(=O)CNc1ccc(C#N)cc1)c1cccc(F)c1 (stereo not drawn)
    5.1%&11.2%[57.5 µM], -5.6%
O=S(=O)(O)c1ccc2nc(-c3ccccc3)[nH]c2c1
    ?, -4.8%[53.3 µM]
COc1cc(OC)c2c(=O)[nH]c(-c3cc(C)c(OCCO)c(C)c3)nc2c1
    ?, -11.4%
CCCn1ncc(CN2CCCC(C(=O)c3cccc(OC(C)C)c3)C2)c1C (stereo not drawn)
    ?, 4.9%
Cn1c(Nc2ccc(C(F)(F)F)cc2)nc2cc(Oc3ccnc(-c4ncc(C(F)(F)F)[nH]4)c3)ccc21
    23.2%, -5.7%
Cn1c(=O)c(-c2c(Cl)cccc2Cl)cc2cnc(Nc3cccc(C(=O)O)c3)nc21
    -1.5%&-26.6%[57.5 µM], 17.1%
NS(=O)(=O)c1cc(C(=O)NN2C[C@H]3[C@H]4CCC(C4)[C@H]3C2)ccc1Cl
    18.4%[57.5 µM], -3.0%[53.3 µM]
CN1CCN(c2ccc(C(=O)Nc3n[nH]c4ccc(Cc5cc(F)cc(F)c5)cc34)c(NC3CCOCC3)c2)CC1
    ?, ?
CN1CCc2c(c3ccccc3n2Cc2ccc(C(=O)NO)cc2)C1
    13.8%, 4.1%
CNC(=O)c1ccc2c(c1)CCO[C@H]2CCN1CCN(c2ccc(OC)cc2)CC1
    8.5%[57.5 µM], -8.5%
CCN1C[C@H](C)n2c(c(O)c3c(=O)n(Cc4ccc(F)c(Cl)c4)nc(C(=O)NC)c32)C1=O
    4.4%&-2.9%&6.0%[57.5 µM], 5.0%
COc1ccccc1OCC(O)COC(N)=O (stereo not drawn)
    -3.2%&14.6%[57.5 µM], 10.4%&-0.2%[53.3 µM]
NC(=O)[C@@H]1CC[C@H](c2ccc(OCc3ccccc3F)cc2)N1
    3.4%[57.5 µM], 0.7%

In a second layout: entries from further up
> NS(=O)(=O)c1cc(C(=O)NN2C[C@H]3[C@H]4CCC(C4)[C@H]3C2)ccc1Cl
  NTMT1 inhibitor: 18.4%[57.5 µM]
  FH mod: -3.0%[53.3 µM]

> CN1CCN(c2ccc(C(=O)Nc3n[nH]c4ccc(Cc5cc(F)cc(F)c5)cc34)c(NC3CCOCC3)c2)CC1
  NTMT1 inhibitor: ?
  FH mod: ?

Next structures follow:
Below each compound – NTMT1 inhibitor, FH mod
Cn1c(NC[C@@H](N)Cc2ccccc2)nc(-c2ccncc2)c(-c2ccc3ccccc3c2)c1=O
    ?, -6.4%
CCCSS/C(CCO)=C(\C)N(C=O)Cc1cnc(C)nc1N
    27.1%, 1.6%[53.3 µM]
COc1cccc(CCc2ccccc2OCC(CN(C)C)OC(=O)CCC(=O)O)c1 (stereo not drawn)
    -15.7%[57.5 µM], -2.8%[53.3 µM]
O=C1N(c2ccccc2)c2ccccc2C1(Cc1ccncc1)Cc1ccncc1
    ?, -22.9%&-12.2%&8.8%[53.3 µM]
COc1cc2c(Oc3ccc4[nH]c(C)cc4c3F)ncnc2cc1OCCCN1CCCC1
    44.7µM*!, 38.6%
CC(C)Cn1cnc2c1c(=O)n(C)c(=O)n2C
    -18.4%[57.5 µM], 0.8%[53.3 µM]
CC(C)CC(=O)Nc1n[nH]c2c1CN(C(=O)C1CCN(C)CC1)C2(C)C
    0.9%, 14.5%
CNC(=O)c1cccc(-c2ccc3c(N4CCOC[C@H]4C)nc(N4CCOC[C@H]4C)nc3n2)c1
    33.1%[57.5 µM], 2.1%[53.3 µM]
CC(C)(C)NCCCNC(=O)c1cccc(Br)c1
    -2.8%[57.5 µM], -0.4%
O=C(Cn1ccnc1[N+](=O)[O-])NCCO
    -11.7%[57.5 µM], -5.5%[53.3 µM]
O=C(c1cc(Cc2n[nH]c(=O)c3ccccc23)ccc1F)N1CCN(C(=O)C2CC2)CC1
    13.1%[29.8 µM], 3.1%
Cc1c(F)ccc(C(=O)Nc2cc([N+](=O)[O-])ccc2N2CCN(C)CC2)c1Cl
    ?, 6.0%
Nc1nc(Nc2ccc(S(N)(=O)=O)cc2)nn1C(=O)c1c(F)cccc1F
    -5.1%, -1.9%
Cc1nc(NC(=O)N2CCC[C@H]2C(N)=O)sc1-c1ccnc(C(C)(C)C(F)(F)F)c1
    ?, 29.4%
CC(=O)N1C[C@H](O)C[C@H]1C(=O)O
    -17.3%[57.5 µM], 5.8%[53.3 µM]
COc1ccc(-c2cc(=O)c3c(O)cc(O[C@@H]4O[C@H](CO[C@@H]5O[C@@H](C)[C@H](O)[C@@H](O)[C@@H]5O)[C@@H](O)[C@H](O)[C@@H]4O)cc3o2)cc1O
    16.2%[57.5 µM], -6.3%[53.3 µM]
CC(C)(C)Nc1nc(Nc2ccc(C(N)=O)cc2)cc(N)c1C#N
    -1.7%[57.5 µM], -16.6%
CC(C)(C)c1cc(C(=O)O)c(NC(=O)Nc2ccc3[nH]ncc3c2)s1
    5.2%&1.5%[57.5 µM], -7.8%
O=C(c1ccc(F)c(F)c1Nc1ccc(I)cc1F)N1CC(O)([C@@H]2CCCCN2)C1
    31.6µM*!, -1.6%
COc1cc2ncnc(Nc3ccc(F)c(Cl)c3)c2cc1NC(=O)/C=C/CN1CCCCC1
    8.91µM*, 0.2%
C[C@@H]1[C@H](C)CC[C@]2(C(=O)O)CC[C@]3(C)C(=CC[C@@H]4[C@@]5(C)C[C@@H](O)[C@H](O)[C@@](C)(CO)[C@H]5CC[C@]43C)[C@@H]12
    6.3%[57.5 µM], 0.0%[53.3 µM]
N/C(=N\N=C\c1ccc(Cl)cc1)N/N=C/c1ccc(Cl)cc1
    29.0%[57.5 µM], ?
CNC1CN(c2ccc3c(=O)c(C(=O)O)cn(-c4nccs4)c3n2)CC1OC (stereo not drawn)
    7.5%[12.6 µM], -1.9%[13.5 µM]
